KOR beta-arrestin-1 = KOR antagonists, beta-arrestin recruitment, cell-based, luminescence, uHTS (AID 1778); 290,000 tested, 0.091% active; inhibition, % at 10 µM, or IC50 in µM where a hit was titrated; Kappa-type opioid receptor (Homo sapiens); KOR beta-arrestin recruitment, luminescence, antagonist mode; higher % means a stronger effect; further: strong numbers were not always called active
KOR beta-arrestin-2 = KOR agonists, beta-arrestin recruitment, primary screen, cell-based, luminescence, uHTS (AID 1777) | KOR beta-arrestin recruitment, luminescence; higher % means a stronger effect | Kappa-type opioid receptor (Homo sapiens) | 280,000 tested, 0.02% active | activation, % at 10 µM, or EC50 in µM where a hit was titrated; in the data active means activation above about 50%, passing the limit was not always enough; further: a part of the inactive calls stands beside numbers as strong as those of hits
NOD2 inhibition = NOD2 signaling inhibitors, cell-based, luminescence, uHTS, HEK293 (AID 1566). HEK293 NOD2/NF-kB luciferase reporter, luminescence; higher % means a stronger effect. inhibition, % at 4 µM, or EC50 in µM where a hit was titrated. 290,000 tested, 0.63% active; further: many of its hits are not listed in these tables
PMI inhibitors = inhibitors of human PMI, primary screen, biochemical, fluorescence intensity, coupled assay (AID 1209). Mannose-6-phosphate isomerase (Homo sapiens). purified PMI enzyme, coupled fluorescence intensity; higher % means a stronger effect. inhibition, % at 20 µM, or IC50 in µM where a hit was titrated. 190,000 tested, 0.42% active;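 further: plate controls were DMSO vehicle for no effect and wells lacking substrate for full effect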
XIAP displacement = XIAP antagonists, biochemical, IAP family, fluorescence polarization (AID 1018); E3 ubiquitin-protein ligase XIAP (Homo sapiens); XIAP BIR domain, fluorescence polarization peptide displacement; higher % means a stronger effect; displacement, % at 20 µM; hits with a dose series show IC50 in µM; 200,000 tested, 0.007% active; in the data active means displacement above about 50%; further: a part of the inactive calls stands beside numbers as strong as those of hits
PMI inhibition = human PMI inhibitors, high substrate, primary screen, biochemical, fluorescence intensity, high mannose 6-phosphate (AID 1220) | 190,000 tested, 0.66% active | Mannose-6-phosphate isomerase (Homo sapiens) | inhibition, % at 20 µM, or IC50 in µM where a hit was titrated | recombinant PMI enzyme, coupled fluorescence intensity; higher % means a stronger effect
LYP phosphatase = inhibitors of LYP phosphatase, biochemical, fluorescence intensity, uHTS (AID 1779); Tyrosine-protein phosphatase non-receptor type 22 (Homo sapiens); recombinant LYP phosphatase, fluorescence intensity; higher % means a stronger effect; inhibition, % at 11.5 µM, or IC50 in µM where a hit was titrated; 290,000 tested, 0.054% active;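 further: plate controls were vehicle with enzyme for no effect and no enzyme for full effect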
NOD1 NF-kB reporter = NOD1 signaling inhibitors, primary screen, cell-based, luminescence, uHTS (AID 1578) | NOD1-driven NF-kB luciferase reporter cells, luminescence; higher % means a stronger effect | inhibition, % at 4 µM; hits with a dose series show EC50 in µM | 290,000 tested, 1% active; in the data active means inhibition mostly above about 36%, no sharp cut-off; inactive means mostly below about 34%;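 further: HEK-293T reporter cells stimulated with the NOD1 agonist gamma-tri-DAP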
TNAP activation fold = human TNAP enzyme activators, primary screen, biochemical, luminescent, no phosphate acceptor, uHTS (AID 1001) | Alkaline phosphatase, tissue-nonspecific isozyme (Homo sapiens) | purified TNAP, luminescent activation assay, no phosphate acceptor; higher activation fold means a stronger effect | activation fold at 20 µM, or EC50 in µM where a hit was titrated | 200,000 tested, 0.03% active; in the data active means activation fold from about 3, or a potency from the dose series; inactive means the rest, 99 in 100 with activation fold below about 1.6; further: many of its hits are not listed in these tables
* marks the source's active call; other numbers are inactive results; / = not tested or not shown; [ ] = remark or other dose. Unless noted, no stated cut-off is given here; in the data, active means inhibition above about 50%; inactive means the rest. The list is partial, so the mix of outcomes need not match the whole.

SMILES	KOR beta-arrestin-1	KOR beta-arrestin-2	NOD2 inhibition	PMI inhibitors	XIAP displacement	PMI inhibition	LYP phosphatase	NOD1 NF-kB reporter	TNAP activation fold
COc1cc(OC)cc(C(=O)Nc2ccccc2NC(C)=O)c1	12%	-4.5%	12%	9%	-8.8%	4%	-5%	6%	1.1
Cc1cnc(NC(=O)CSc2c(Cl)cccc2Cl)s1	-10%	0.4%	3%	-2%	-3.4%	-7%	-5%	13%	1.2
CC(C)COc1ccc(Br)cc1CNC(C)(C)C	-20%	0.4%	3%	5%	-2.8%	-4%	-6%	-38%	1.1
Nc1nc(NCCOCCO)nc(NCc2ccccc2)c1[N+](=O)[O-]	-15%	2.8%	-4%	/	/	/	1%	-7%	/
COc1cc(C2c3c(oc4ccccc4c3=O)C(=O)N2Cc2ccncc2)ccc1O (configuration not stated)	-1%	16%	-24%	-10%	-1.5%	-6%	-3%	-20%	1
CCOC(=O)N1CCN(C(=O)c2ccccc2NS(=O)(=O)c2ccc(C)cc2)CC1	7%	-3.1%	14%	/	/	/	-10%	-4%	/
c1ccc(C2=Nc3ccccc3SC2c2nc3ccccc3[nH]2)cc1 (configuration not stated)	14%	5.9%	-27%	8%	-4.3%	-4%	3%	-5%	1.1
O=C(OCC(=O)N1CCc2ccccc21)c1ccc(Cl)nc1	20%	0.7%	-11%	1%	-3.9%	1%	1%	-13%	1.1
Cc1ccc(NC(=S)NC(=O)Cc2ccccc2)c(O)c1	-31%[20 µM]	-0.4%	10%	/	/	/	-12%	4%	/
COC(=O)CSc1nc2sccc2c(=O)n1-c1ccccc1	-13%	-0.7%	-4%	/	/	/	0%	15%	/
CCOc1cc(N2CCOCC2)c(OCC)cc1NC(=O)COC(=O)COc1ccc(C#N)cc1	12%	-2.6%	-1%	/	/	/	-10%	-27%	/
COc1ccc(NCc2n[nH]nc2-c2ccccc2)cc1Cl	30%	-2.2%	-19%	16%	2.6%	14%	-8%	1%	1.1
Cc1ccc(NC(=O)N2CCCC2C(=O)NCc2ccc3c(c2)OCO3)cc1 (configuration not stated)	-31%	3.5%	-11%	/	/	/	-7%	-4%	/
CCN(CC)S(=O)(=O)c1ccc(N/N=C(\C)c2ccncc2)nc1	5%	-2.8%	7%	/	/	/	-1%	9%	/
COc1cc(/C=C/C(=O)O)cc(S(=O)(=O)NCCCC(=O)O)c1OC	-7%[20 µM]	6.0%	2%	-16%	-4.8%	-11%	1%	-29%	1
C=CCSc1nc2ccsc2c(=O)n1-c1cccnc1	8%	-5.4%	9%	-8%	-1.1%	-6%	2%	-12%	1.1
CC1=C(C(=O)NC(C)C)C2(CCC(C)CC2)OC1=O (configuration not stated)	-14%	-4.1%	5%	-16%	-15%	-23%	-12%	-18%	1.1
COc1cccc(CNC(=O)CCC2CCCN(c3cc(C)nc(N4CCCC4)n3)C2)c1 (configuration not stated)	-14%	0.5%	-8%	-4%	-6.8%	-12%	-2%	-9%	1.1
Cc1cc(C(=O)N2CCN(c3ncccn3)CC2)c2cc(F)ccc2n1	-1%	1.2%	7%	2%	-0.5%	5%	-6%	2%	1
CCOC(=O)c1c(C)[nH]c(C(=O)/C(C#N)=C/c2ccc(OC(F)F)c(OC)c2)c1C	-4%	-1.3%	16%	17%	-7.9%	12%	6%	-14%	1.1
O=C(O)c1ccc(Sc2nnnn2-c2ccccc2)c([N+](=O)[O-])c1	6%	1.0%	13%	5%	-16%	1%	-7%	-15%	1.1
COc1ccc(C2N(c3ccc(Cl)cc3)N=C(C(C)=O)N(C)N2C(C)=O)cc1 (configuration not stated)	32%	-0.1%	5%	7%	-8.8%	4%	7%	1%	0.9
CC1(C)c2[nH]c3ccccc3c2C[C@H]2C(=O)N(N)CC(=O)N21	-17%	-4.0%	4%	/	/	/	-4%	-6%	/
CCN1CCCC1CNC(=O)c1cc2c(OC)cccc2[nH]1 (configuration not stated)	15%	1.0%	-8%	/	/	/	-4%	-6%	/
CCN(CC)CCN(C(=O)c1ccc(Br)s1)c1nc2cc3c(cc2s1)OCCO3	4%	-1.4%	-7%	32%	-5.1%	-10%	-8%	-16%	1

More compounds follow.
SMILES	KOR beta-arrestin-1	KOR beta-arrestin-2	NOD2 inhibition	PMI inhibitors	XIAP displacement	PMI inhibition	LYP phosphatase	NOD1 NF-kB reporter	TNAP activation fold
COc1ccc(C(=O)CC(SCC(NC(C)=O)C(=O)O)c2ccc(Cl)cc2)cc1OC (configuration not stated)	11%	-5.1%	10%	/	/	/	-5%	2%	/
Cc1cc(C)c(C(=O)CSc2nnc(C)c(=O)[nH]2)cc1C	7%	4.2%	12%	-11%	-4.9%	-6%	-6%	-12%	1
O=C(Nc1ccc2nc3n(c(=O)c2c1)CCCC3)c1cc([N+](=O)[O-])ccc1F	22%	-1.4%	14%	14%	-3.3%	9%	1%	28%	1.1
CN(C)c1ccc(N=Nc2ccc(S(=O)(=O)O)cc2)c2ccccc12	-19%	-8.1%	12%	8%	-5.5%	27%	6%	-28%	1.1
COc1cc(Nc2cccc[n+]2C)cc(OC)c1OC	22%	-0.5%	-1%	/	/	/	-6%	-8%	/
O=c1c2c(nc3cc(-c4ccc(F)cc4)[nH]n13)CCC2	-21%	1.3%	-82%	-4%	-2.7%	-7%	0%	63%*	1
C=CCOc1c(Cl)cc(C(=S)N2CCCC2)cc1OCC	-48%[20 µM]	-2.0%	0%	/	/	/	-13%	-5%	/
CCOC(=O)c1cc2cc(OC)ccc2nc1C	25%	1.5%	20%	10%	-16%	16%	-6%	-16%	1
COc1ccc(NC(=O)C2CCCN(S(=O)(=O)c3c(C)[nH]c(=O)[nH]c3=O)C2)cc1OC (configuration not stated)	-6%	-6.6%	4%	-3%	-0.3%	-5%	-10%	-24%	1.1
CC(C)NC(=O)CCn1nc(-c2ccc(Cl)cc2)c2ccccc2c1=O	-26%[20 µM]	-11%	9%	-1%	-5.1%	-6%	-2%	-15%	1.1
CCN1CCN(Cc2ccc(NC(=O)CC3Oc4ccc(C)cc4NC3=O)cc2)CC1 (configuration not stated)	-10%	-1.0%	3%	-10%	-5.1%	0%	-6%	-14%	0.9
Cn1c(CO)cnc1SCC(=O)c1ccc(Cl)cc1	7%	-5.8%	-7%	8%	-4.0%	6%	-6%	-34%	1.1
Cn1c(CO)cnc1SCc1ccccc1	-2%	1.9%	11%	-7%	-3.8%	-10%	-5%	-11%	1
O=C(N/N=C\c1ccc(OCC(=O)N2CCCC2)cc1)C(=O)Nc1ccccc1F	-8%	6.2%	4%	-9%	-3.1%	-9%	-2%	-23%	1
N#CCCCn1c(O)c(N=NC(=O)C(O)c2ccccc2)c2ccccc21 (configuration not stated)	19%	2.2%	0%	/	/	/	-5%	13%	/
CC(C)(C)c1cc(C(=O)Nc2cccc3ccccc23)ccn1	-23%	6.4%	19%	-15%	-6.0%	-7%	-9%	2%	1
Cc1cccc(CSC(Nc2ccc(F)cc2)=C(C#N)C#N)c1	-12%	5.8%	48%	15%	1.0%	13%	5%	84%*	1.1
COC(=O)C1=CC(C(=O)c2cccs2)=NN(c2ccc(OC)cc2)C1C(=O)OC (configuration not stated)	32%	-2.5%	-3%	12%	-1.4%	10%	10%	-32%	0.8
O=C(NCC1CCCO1)c1ccc(NC(=O)C2C3C=CC(C3)C2C(=O)O)cc1 (configuration not stated)	20%	-1.5%	7%	-13%	-3.9%	3%	-2%	8%	0.9
C=C(C)CN=C1NN=C(c2cc(C)n(-c3ccc(C)cc3)c2C)CS1	-22%	4.5%	10%	11%	-1.0%	22%	2%	-5%	1.1
O=C(CNC(=O)c1ccc(Cl)cc1)c1ccc(Cl)cc1	26%	-5.7%	-1%	/	/	/	-6%	1%	/

In another format: entries from further up.
SMILES | KOR beta-arrestin-1 | KOR beta-arrestin-2 | NOD2 inhibition | PMI inhibitors | XIAP displacement | PMI inhibition | LYP phosphatase | NOD1 NF-kB reporter | TNAP activation fold
N#CCCCn1c(O)c(N=NC(=O)C(O)c2ccccc2)c2ccccc21 (configuration not stated) | 19% | 2.2% | 0% | / | / | / | -5% | 13% | /
CC(C)(C)c1cc(C(=O)Nc2cccc3ccccc23)ccn1 | -23% | 6.4% | 19% | -15% | -6.0% | -7% | -9% | 2% | 1
Cc1cccc(CSC(Nc2ccc(F)cc2)=C(C#N)C#N)c1 | -12% | 5.8% | 48% | 15% | 1.0% | 13% | 5% | 84%* | 1.1
COC(=O)C1=CC(C(=O)c2cccs2)=NN(c2ccc(OC)cc2)C1C(=O)OC (configuration not stated) | 32% | -2.5% | -3% | 12% | -1.4% | 10% | 10% | -32% | 0.8
O=C(NCC1CCCO1)c1ccc(NC(=O)C2C3C=CC(C3)C2C(=O)O)cc1 (configuration not stated) | 20% | -1.5% | 7% | -13% | -3.9% | 3% | -2% | 8% | 0.9
